# S3 lipid droplet – qHTS Assay for Lipid Storage Modulators in Drosophila S3 Cells; Potency in µM for hits, for the others lipid storage change, negative = inhibition, % at the top dose, mostly 46.1 µM; AID 2685; Drosophila S3 cells, BODIPY lipid droplet fluorescence, 18-24 h; cells fed with added oleic acid; 0.64% of 320,000 active; active = well fitted inhibition curve with a large enough effect in the signal ratio, with a control signal flat, not every such curve was filed as active; inconclusive = small, poorly fitted or top-dose-only effect, or effect the other way, or a change in a side signal; the % refers to the signal ratio
#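 Drosophila S3 cells loaded with oleic acid (400 uM, as added) and compounds at several concentrations; lipid droplets imaged by 488-nm laser-scanning cytometry, 500–530 nm intensity and object ratio to cell channel. Percent activity normalized to 20 uM Triacsin C.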
# S3 lipid droplet cell count max – also measured in S3 lipid droplet; calls as there; cell number change, %; measured here: cell count max response;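 cells counted by Cell Tracker Red CMTPX staining in the red channel; peak over a dose series mostly up to 46.1 µM; percent activity relative to internal control wells on each plate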
# The depositor's hits bear a star; i = inactive; ? = inconclusive; . = no result given; [ ] = another dose, or the depositor's remark. % is set by controls: 0 for no effect and ±100 for the full control effect; potency is the fitted concentration of half-maximal effect. A portion of the library; rates above refer to the full screens.
SMILES,S3 lipid droplet,S3 lipid droplet cell count max
CCOC(=O)CNc1ncc(C(F)(F)F)cc1Cl,?,.
CCN(CC(=O)Nc1ccc(NC(C)=O)cc1)C(=O)COc1ccccc1-c1ccccc1,?,.
COC1=C/C(=C/c2c(O)c(C#N)c3ccccn23)C=CC1=O,-5.4%,-0.3
O=S(=O)(Cc1ccccc1)Nn1cnnc1,22.4%,.
O=C(Nc1ccc(S(=O)(=O)N2CCOCC2)cc1)C1CCN(S(=O)(=O)c2ccc(F)cc2)CC1,1.6%,1.9
CC(/C=C/c1ccccc1)=N\NC(=O)CCc1ccccc1,17.5%,10.9
Cc1cc(Cl)cc(C)c1OCCCCCn1ccnc1,?,.
COc1ccc(/C=C2\Cc3ccccc3C2=O)cc1OC,0.1%,-17.4
CC(=O)c1cccc(NC(=O)CN2CCN(Cc3ccccc3)CC2)c1,i,-24.7
CCOC(=O)C1CCN(C(=O)Cn2cnc3sc(C)c(S(=O)(=O)N4CCC(C)CC4)c3c2=O)CC1,0.581µM*,14.4*
O=C(O)Cn1c(P(=O)(O)c2ccccc2)nc2ccccc21,?,.
Clc1ccc2[nH]c3c(NCCCN4CCOCC4)ncnc3c2c1,-1.8%,0.6
Cc1ccc(CONC(=O)c2ccccc2)cc1,?,.
Cc1noc(C(=O)Nc2ccc3c(c2)OCO3)c1Cl,12.6%,10.8
COc1ccc(N2C(=NC(=O)CC3CCCCC3)SC3CS(=O)(=O)CC32)cc1 (stereo not given),i,17.6
CN(C)C(=S)Nc1ccc2c(c1)OCCO2,12.3%,5.6
CCCCc1nc2cc(C(=O)N(C)C3CCOCC3)ccc2o1,?,.
O=C(Nc1nnc(-c2ccncc2)o1)c1ccccc1,?,.
COc1cccc(NC(=O)C(NC2CCCC2)c2ccccc2)c1 (stereo not given),?,.
COCCOC1CCN(C(=O)C2CCC(=O)N(CCc3ccc(OC)cc3)C2)CC1 (stereo not given),?,.
CCC(=O)c1ccc(OCC(O)Cn2nc(C)c(C(C)=O)c2C)cc1 (stereo not given),-15.4%,-6.6
CC(=O)N1CCN(c2ccccc2NC(=O)c2cccc3c(Cl)cccc23)CC1,?,.
O=C(CSc1nc(-c2ccco2)cc(C(F)(F)F)n1)NCCCn1ccnc1,i,.
CC1(C)NC(=O)N(CC(O)CN2CCCCC2)C1=O (stereo not given),?,.
CN(C)C(=O)c1cc(-c2ccccc2)no1,?,.
SMILES,S3 lipid droplet,S3 lipid droplet cell count max
COc1ccc(-c2noc(CSc3nc(N)c(-c4ccccc4)c(=O)[nH]3)n2)cc1OC,?,.
Cc1ccc(-n2nnnc2SCC(=O)c2c(N)n(C3CC3)c(=O)[nH]c2=O)c(C)c1,13.1%,21.6
COc1cc(NC(=O)c2ccc3c(SCC(=O)O)c4c(nc3c2)CCCC4)cc(OC)c1OC,2.2%,.
Cc1ccc(C(=O)OCc2c(C)noc2C)cc1NC(=O)c1ccco1,?,.
Cc1cccc(OCC(=O)Nc2ccc(S(=O)(=O)Nc3cc(C)nc(C)n3)cc2)c1,1.0%,13.6
CCOC(=O)c1nn(-c2ccc(F)cc2)c(=O)cc1OCC(=O)N1CCN(c2ccccc2)CC1,i[0.0737 µM],.
COc1ccc(C2N3CC4(C)CN2CC(C)(C3)C4=O)cc1OC (stereo not given),?,.
Cc1cccc(NC(=O)c2cccc(OC(=S)N3CCOCC3)c2)c1,?,.
COc1cccc(N2CCN(C(=S)NCc3ccco3)CC2)c1,?,.
Cc1ccc(CNC(=O)CN(C)S(=O)(=O)c2cccs2)cc1,?,.
CCN(CC)S(=O)(=O)c1cc(NC(=O)COC(=O)c2sc3ccccc3c2Cl)ccc1C,?,.
CCOc1ccc(C(=O)NCC(=O)NC(C)CCc2ccccc2)cc1OCC (stereo not given),?,.
CC1CCN(C(=O)c2ccccc2NC(=O)c2cccc(S(=O)(=O)N(C)C)c2)CC1,?,.
COc1ccc(NC(=O)Cc2ccc(Cl)cc2)cc1S(=O)(=O)N1CCCCC1,?,.
COc1ccc(COC(=O)c2ccc(S(=O)(=O)N3CCCCC3)cc2)cc1OC,?,.
Cc1cccc(NC(=O)CN2C(=O)c3ccccc3C2=O)c1C,15.1%,-10.9
COC(=O)CSc1nc(NC(C)C)nc(N2CCOCC2)n1,?,.
COc1ccc(N/C=C/C(=O)C(C)(C)C)cc1,-5.5%,1.8
COc1ccc(C(=O)COC(=O)CN2C(=O)NC(C)(C)C2=O)cc1OC,8.5%,-1.9
COc1cc2ccccc2cc1C(=O)N1CCN(c2ccccc2O)CC1,14.3%,-6.0
Cc1cc(C)c(NC(=O)CNC(=O)COC(=O)Cc2ccccc2C)c(C)c1,?,.
COc1ccc(S(=O)(=O)NCc2ccc(F)cc2)cc1OC,?,.
COc1ccc(CCC(=O)OCC(=O)c2cccc(OC)c2)cc1,4.4%,-6.1
O=C(/C=C\c1cn(-c2ccccc2)nc1-c1ccc2c(c1)OCCO2)N1CCOCC1,-0.6%,-3.0
CCNc1nc(SCC(=O)OC)nc(N(C)C)n1,i,.

# Grouped by structure, the entries above containing an NH in an aromatic ring (three)
SMILES,S3 lipid droplet,S3 lipid droplet cell count max
Clc1ccc2[nH]c3c(NCCCN4CCOCC4)ncnc3c2c1,-1.8%,0.6
COc1ccc(-c2noc(CSc3nc(N)c(-c4ccccc4)c(=O)[nH]3)n2)cc1OC,?,.
Cc1ccc(-n2nnnc2SCC(=O)c2c(N)n(C3CC3)c(=O)[nH]c2=O)c(C)c1,13.1%,21.6

# (next part)
SMILES,S3 lipid droplet,S3 lipid droplet cell count max
N#Cc1cnn2c(-c3cccc([N+](=O)[O-])c3)ccnc12,?,.
COc1ccccc1NC(=S)N(CCCN1CCOCC1)Cc1cccs1,-6.9%,-0.1
COc1ccc(OC)c2sc(NC(=O)c3ccc(Cl)s3)nc12,4.6%,0.5
Cc1ccc(NC(=O)CCC(=O)N/N=C/c2cccs2)cc1,-1.8%,20.2
Cc1cccc(N=Nc2cnc(N)s2)c1,-4.8%,14.2
Cc1ccccc1C(=O)N1CCC(C(=O)NN2C(=O)NC3(CCC(C)CC3)C2=O)CC1 (stereo not given),?,.
Cc1ccc(S(=O)(=O)CCC(=O)OCC(=O)Nc2cc(C)on2)cc1,13.7%,5.7
CCn1nccc1C(=O)Nc1cc(Cl)ccc1Cl,i,.
CC(=O)c1ccc(NC(=O)c2ccc(NC(=O)CCS(=O)(=O)c3cccs3)cc2)cc1,12.0%[9.22 µM],11.5
COc1ccc(NC(=O)CO/N=C/C(=O)Nc2ccccc2C)c([N+](=O)[O-])c1,12.8%,-10.1
COc1ccc(C(=O)O/N=C(\N)Cc2ccc(Cl)cc2)cc1OC,?,.
O=C(NCCc1ccccc1)C(=O)Nc1ccc([N+](=O)[O-])cc1,1.7%,5.7
CCNc1c(C(=O)O)ccc2c1C(=O)c1ccccc1C2=O,-6.7%,-0.1
C/C(N)=C(/C#N)C(=O)CSc1cc(Cl)ccc1Cl,?,.
COCCNC(=O)CSCc1nc(-c2ccc(SC)cc2)oc1C,18.1%,15.5
CCCCn1c(N)c(N(CC)C(=O)c2ccccc2C(F)(F)F)c(=O)[nH]c1=O,85.7%,-2.4
CN1C(=O)/C(=C/c2cccc(Cl)c2)Sc2ccc(C(=O)N3CCOCC3)cc21,i,.
CN(C(=O)CN(c1ccccc1)S(=O)(=O)c1ccc(F)cc1)C1CCS(=O)(=O)C1 (stereo not given),?,.
CC(C)(C)[C@H]1C=C(C(N)=O)O[C@@H](OCCCCO)C1,3.2%,6.1
COc1ccc(CNC(=O)c2c(C)oc3c2C(=O)c2ccccc2C3=O)cc1,?,.
Cc1cccn2c(=O)c3cc(C(=O)N4CC(C)CC(C)C4)sc3nc12 (stereo not given),?,.
COc1ccc(C(=O)Nc2cc(=O)[nH]c3ncnn23)cc1,-6.5%,.
O=C1c2ccccc2C(O)(Cc2ccccc2)N1Cc1ccco1 (stereo not given),-1.0%,-8.2
Cc1ccc(C)c(N(C(=O)CS(=O)CC(=O)Nc2ccc3c(c2)OCO3)C(C)C(=O)NC2CCCC2)c1 (stereo not given),-2.8%,-14.5
O=P(O)(O)CCP(=O)(c1ccccc1)c1ccccc1,?,.

# Complete entries from above.
# `COc1ccc(N/C=C/C(=O)C(C)(C)C)cc1` in the list: S3 lipid droplet = -5.5%; S3 lipid droplet cell count max = 1.8
# `COc1ccc(C(=O)Nc2cc(=O)[nH]c3ncnn23)cc1` in the list: S3 lipid droplet = -6.5%; S3 lipid droplet cell count max = .

# Other records follow:
SMILES,S3 lipid droplet,S3 lipid droplet cell count max
O=C(O)c1ccccc1C(=O)NCCc1ccc(Cl)cc1,10.4%,16.2
O=C(Nc1ccnn1C1CCN(Cc2ccccc2OC(F)F)CC1)c1cccc(F)c1,?,.
COc1ccc(/C(C)=N/N=C(\C)c2ccc(OC)cc2OC)c(OC)c1,16.4%,.
CC(OC(=O)c1cccnc1Cl)C(=O)Nc1ccc2c(c1)OCCO2 (stereo not given),?,.
OC(COc1ccc(Cl)cc1)CSc1ccccn1 (stereo not given),-6.9%,-11.3
Cc1cc(Cl)c2oc(C(=O)NCC(C)(C)N3CCOCC3)c(C)c2c1,?,.
Cc1cc(C(=O)Nc2nc(C)c(C(=O)N(C)C)s2)ccc1[N+](=O)[O-],9.0%,3.1
O=C(CSc1nnc(-c2cccs2)n1Cc1ccccc1)N1CCc2ccccc2C1,?,.
Cc1ccc(Cl)cc1NC(=S)N(Cc1ccco1)C(C)c1cccs1 (stereo not given),-1.2%,8.0
CC(C)c1ccc(NC(=O)C2CC(=O)N(C3CCCC3)C2)cc1 (stereo not given),?,.
Cc1ccc2ncnc(Nc3cccc(C(=O)O)c3)c2c1,-2.0%,-1.1
CN(C)S(=O)(=O)c1ccc(N2CCCC2)c(C(=O)Nc2nc(-c3ccc(F)cc3)cs2)c1,4.0%,7.6
CC(C)CN(C(=O)CCCSc1nc2ccccc2[nH]1)c1c(N)n(Cc2ccccc2)c(=O)[nH]c1=O,-28.5%[0.0737 µM],.
N#Cc1c(F)cccc1N1CCC(C#N)CC1,17.0%,1.2
Cc1cc(C(=O)CN2C(=O)C(=O)N(Cc3ccco3)C2=O)c(C)n1CCc1ccc(F)cc1,?,.
CC12CN3CC(C)(CN(C1)C3c1ccccc1F)C2 (stereo not given),4.3%,.
O=C(CCCn1c(=O)[nH]c2ccsc2c1=O)NC1CCCCC1,?,.
Cc1ccc(NC(=O)CSc2nnc(Cc3ccccc3)o2)c(C)c1,?,.
Cc1c(Cl)cccc1NC(=O)Nc1cc(C(C)(C)C)nn1C,?,.
COc1ccccc1-c1nc(S(=O)(=O)c2ccccc2)c(N2CCOCC2)o1,-22.5%,5.8
O=C(N/C(=C\c1cccc([N+](=O)[O-])c1)C(=O)N(CCO)CCO)c1ccco1,-0.5%,3.2
O=C(COc1ccc([N+](=O)[O-])cc1Cl)NCC1CCCO1 (stereo not given),-2.0%,-7.8
O=C(NCCN1CCOCC1)Nc1ccc(Cl)cc1Cl,8.2%,3.1
Cc1ccc(NC(=O)C2C3/C=C\CCCCC32)cc1C (stereo not given),0.0%,-27.8
CN1CCC(N(C)C(=S)Nc2ccc(F)cc2)CC1,-3.6%,-13.4
SMILES,S3 lipid droplet,S3 lipid droplet cell count max
Cc1csc(NC(=O)c2ccccc2O)n1,2.9%,.
COc1cc(C(=O)NC(C)c2ccccc2)ccc1OCC(=O)N1CCOCC1 (stereo not given),0.2%,-8.2
C[C@@H]1C=C(C(=O)N2CCN(Cc3ccccc3)CC2)O[C@H](OCc2ccc(CO)cc2)C1,?,.
Cn1c(=O)n(CC#N)c2ccccc21,-15.8%,-3.3
COc1cc(C(=O)OCC(=O)c2c[nH]c3ccccc23)ccc1OCC(=O)N1CCOCC1,?,.
OC(CNCCc1ccc(Cl)cc1Cl)COc1ccccc1 (stereo not given),?,.
O=c1c2cccc(Cl)c2nc2n1Cc1ccccc1-2,?,.
Cc1ccc(C(=O)NCCCN2CCOCC2)c(C)c1,?,.
CCn1cc(C(=O)O)c(=O)c2cnc(N3CCN(C(=S)Nc4ccccc4Cl)CC3)nc21,-0.3%,11.8
O=C(CSc1nnc(Cc2cc(=O)[nH]c(=O)[nH]2)n1-c1ccccc1)N1CCCC1,?,.
O=C(O)/C=C\c1ccccc1Oc1ccc(F)cc1,?,.
CC1CC(C)(C)CC2(C1)NC(=O)N(CC(=O)N1CCN(Cc3ccc(C#N)cc3)CC1)C2=O (stereo not given),?,.
CCOC(=O)CCC(NC(=O)CCCCC(=O)NC(CCC(=O)OCC)C(=O)OCC)C(=O)OCC (stereo not given),-11.5%,-0.5
CN(C)CCNC(=O)C(=O)NCC(c1ccc2c(c1)OCO2)N1CCN(c2ccc(F)cc2)CC1 (stereo not given),5.8%,-6.1
Fc1ccc2c(c1)/C(=N/Nc1ccccn1)CCS2,?,.
Cc1cccc2sc(N(CCCN(C)C)C(=O)COc3ccc(Cl)cc3)nc12,1.5%,3.4
C=CCNC(=S)NNC(=O)c1csc(C)c1C,8.3%,-18.0
O=C(COC(=O)/C=C/c1cnc2ccccc2n1)NCC(F)(F)F,5.5%,23.1
CCOC(=O)COc1cc2oc(=O)cc(C)c2cc1[N+](=O)[O-],?,.
O=C(COC(=O)c1cc(-c2cccc3ccccc23)nc2ccccc12)NC1CCS(=O)(=O)C1 (stereo not given),?,.
COc1ccc(N/C=C/C(=O)C(F)(F)F)cc1,-0.8%,-5.7
COc1ccc(NC(=O)c2nn(C)c3c2CS(=O)(=O)c2ccccc2-3)cc1,?,.
O=C(CSc1nc2ccccc2c(=O)n1NC(=O)Cc1ccccc1)NCCc1ccccc1,10.4%,4.2

# Screening data (PubChem)
